Screens from PubChem BioAssay.
EZH2 inh – EZH2/PRC2 methyltransferase inhibitors, primary screen, biochemical, DELFIA time-resolved fluorescence, single point | Histone-lysine N-methyltransferase EZH2 (Homo sapiens), Q15910 | PRC2 H3K27 methylation, DELFIA TRF, 1 h | inhibition, % at 12.5 µM | 57,000 tested, 0.35% active | AID 651548, 2012;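 active = mean inhibition of replicates at least 50% and every single replicate also reaching 50%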;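 also: dimethyl H3K27 on biotinylated H3 21-44 peptide detected by antibody; plate controls were median neutral control wells for no effect and median positive control wells for full effect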
Target sequence (Q15910 whole entry, looked up): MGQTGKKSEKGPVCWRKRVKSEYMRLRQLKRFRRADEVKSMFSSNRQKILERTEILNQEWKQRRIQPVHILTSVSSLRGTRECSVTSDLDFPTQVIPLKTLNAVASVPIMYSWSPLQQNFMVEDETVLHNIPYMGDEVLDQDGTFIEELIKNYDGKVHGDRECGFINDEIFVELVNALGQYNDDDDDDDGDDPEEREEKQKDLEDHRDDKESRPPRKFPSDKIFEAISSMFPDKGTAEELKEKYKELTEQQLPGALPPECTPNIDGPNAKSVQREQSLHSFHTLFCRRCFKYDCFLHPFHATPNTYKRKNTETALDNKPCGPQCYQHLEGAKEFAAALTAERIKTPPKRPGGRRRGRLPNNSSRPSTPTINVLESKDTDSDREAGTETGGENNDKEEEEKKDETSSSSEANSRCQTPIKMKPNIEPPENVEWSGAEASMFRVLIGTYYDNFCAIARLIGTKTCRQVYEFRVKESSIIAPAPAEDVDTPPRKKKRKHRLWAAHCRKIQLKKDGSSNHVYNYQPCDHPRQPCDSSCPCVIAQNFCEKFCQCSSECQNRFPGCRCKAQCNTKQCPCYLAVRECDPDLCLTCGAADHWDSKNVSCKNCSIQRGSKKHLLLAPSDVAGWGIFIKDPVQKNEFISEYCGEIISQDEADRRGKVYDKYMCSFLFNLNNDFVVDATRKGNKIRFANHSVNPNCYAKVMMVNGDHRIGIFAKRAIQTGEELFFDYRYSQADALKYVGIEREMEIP
IDH1 R132H inh – inhibitors of IDH1 R132H reductase, primary screen, biochemical, plate reader, single point | Isocitrate dehydrogenase [NADP] cytoplasmic (Homo sapiens), O75874 | AID 624101, 2012 | diaphorase/resazurin fluorescence, 60 min | 70,000 tested, 0.18% active | inhibition, % at 10 µM; in the data active = inhibition above about 34%;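 also: 0% = DMSO and 100% = no enzyme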
* = called active by the depositor; · = no result given.

The opening 3 entries, to show the layout:
Every second line gives: EZH2 inh	IDH1 R132H inh
Nc1ccc(-c2cccc3c(=O)cc(N4CCOCC4)oc23)cc1
    1.4	0.4
COc1ccc(C2CNC(=O)C2)cc1OC1CCCC1 (stereo not given)
    ·	0.1
CCN(CC)CCOC(=O)c1ccc(N)cc1
    ·	1.2

The list itself, previewed entries included:
Every second line gives: EZH2 inh	IDH1 R132H inh
Nc1ccc(-c2cccc3c(=O)cc(N4CCOCC4)oc23)cc1
    1.4	0.4
COc1ccc(C2CNC(=O)C2)cc1OC1CCCC1 (stereo not given)
    ·	0.1
CCN(CC)CCOC(=O)c1ccc(N)cc1
    ·	1.2
CCCCNc1ccc(C(=O)OCCN(C)C)cc1
    ·	-0.8
O=C(O)CCC(=O)c1ccc(-c2ccccc2)cc1
    ·	1.1
COc1cc2ncn(-c3cc(OCc4ccccc4C(F)(F)F)c(C(N)=O)s3)c2cc1OC
    17.3	-0.5
CCOC(=O)[C@H](CCc1ccccc1)N[C@@H](C)C(=O)N1Cc2ccccc2C[C@H]1C(=O)O
    ·	0.4
CC(=O)O[C@]1(C(C)=O)CC[C@H]2[C@@H]3C=C(Cl)C4=CC(=O)C5CC5[C@]4(C)[C@H]3CC[C@@]21C (stereo not given in full)
    ·	0.1
COc1ccc(C[C@H]2COC(=O)[C@@H]2Cc2ccc(O[C@@H]3O[C@H](CO)[C@@H](O)[C@H](O)[C@H]3O)c(OC)c2)cc1OC
    ·	0.0
N#Cc1ccc(C(c2ccc(C#N)cc2)n2cncn2)cc1
    6.0	0.4
CC1Cc2ccccc2N1NC(=O)c1ccc(Cl)c(S(N)(=O)=O)c1 (stereo not given)
    ·	-0.4
CC(C)=CCOc1c2ccoc2cc2oc(=O)ccc12
    ·	-0.2
CCC(NC(C)C)C(O)c1ccc(O)c2[nH]c(=O)ccc12 (stereo not given)
    ·	0.0
COc1cc2ncnc(Nc3cccc(Cl)c3)c2cc1OC
    ·	0.8
COc1ccc([C@H]2CNC(=O)C2)cc1OC1CCCC1
    1.5	-0.2
O=c1cc(-c2ccc(O)cc2)oc2cc(OC3OC(CO)C(O)C(O)C3OC3OCC(O)(CO)C3O)cc(O)c12 (stereo not given)
    ·	-0.6
Cc1ccc(N(CC2=NCCN2)c2cccc(O)c2)cc1
    -2.8	-0.3
C[N+]1(C)CCC(=C(c2ccccc2)c2ccccc2)CC1
    -8.6	-0.3
Oc1ccc(C2CNCCc3c2cc(O)c(O)c3Cl)cc1 (stereo not given)
    ·	12.8
CN(C)CCCC1(c2ccc(F)cc2)OCc2cc(C#N)ccc21 (stereo not given)
    ·	0.3
NC(=O)N1C(=O)C(C(=O)c2cccs2)c2cc(Cl)ccc21 (stereo not given)
    ·	-0.2
CCn1cc(C(=O)O)c(=O)c2cnc(N3CCNCC3)nc21
    ·	-0.8
C=CCn1c(=O)n(C2OC(CO)C(O)C2O)c2nc(N)[nH]c(=O)c21 (stereo not given)
    ·	-0.4
COc1nccc(-c2c(-c3ccc(F)cc3)ncn2C2CCC(O)CC2)n1 (stereo not given)
    -16.3	0.1
O=C(O)c1cccnc1Nc1cccc(C(F)(F)F)c1
    ·	1.5
C=CCN1CC(C(=O)N(CCCN(C)C)C(=O)NCC)CC2c3cccc4[nH]cc(c34)CC21 (stereo not given)
    ·	0.3
Cc1ccc(=O)n(-c2ccccc2)c1
    -6.4	-0.2

Single entries from the list.
Under IDH1 R132H inh, CCOC(=O)[C@H](CCc1ccccc1)N[C@@H](C)C(=O)N1Cc2ccccc2C[C@H]1C(=O)O has 0.4
Under IDH1 R132H inh, CCN(CC)CCOC(=O)c1ccc(N)cc1 has 1.2

A section from the list above, for reference:
Every second line gives: EZH2 inh	IDH1 R132H inh
CCn1cc(C(=O)O)c(=O)c2cnc(N3CCNCC3)nc21
    ·	-0.8
C=CCn1c(=O)n(C2OC(CO)C(O)C2O)c2nc(N)[nH]c(=O)c21 (stereo not given)
    ·	-0.4
COc1nccc(-c2c(-c3ccc(F)cc3)ncn2C2CCC(O)CC2)n1 (stereo not given)
    -16.3	0.1
O=C(O)c1cccnc1Nc1cccc(C(F)(F)F)c1
    ·	1.5
C=CCN1CC(C(=O)N(CCCN(C)C)C(=O)NCC)CC2c3cccc4[nH]cc(c34)CC21 (stereo not given)
    ·	0.3
Cc1ccc(=O)n(-c2ccccc2)c1
    -6.4	-0.2

This is a subset, so the mix of outcomes need not match the whole.
